NCI-60 one-dose screen, 48 h, at 10 µM unless noted. Numbers give growth in % (100 = growth as untreated, 0 = no growth, -100 = all killed).
NCI-H460: NCI-H460 lung cancer; 82,000 compounds, 6.8% hits
NCI-H23: NCI-H23 lung cancer. 80,000 compounds, 4% hits
HCT-15: HCT-15 colon cancer; 82,000 compounds, 5.2% hits; AID 1794746
NCI/ADR-RES: NCI/ADR-RES ovarian cells; 81,000 compounds, 4.4% hits
NCI-H522: NCI-H522 lung cancer. 78,000 compounds, 8% hits. AID 1794739
NCI-H226: NCI-H226 lung cancer; AID 1794732; 79,000 compounds, 3.5% hits
COLO 205: COLO 205 colon cancer. 79,000 compounds, 7.3% hits
NCI-H322M: NCI-H322M lung cancer | 80,000 compounds, 2.7% hits | AID 1794733
HCT-116: HCT-116 colon cancer | 82,000 compounds, 7.3% hits | AID 1794798
Active calls of the source: *; . = not tested or not shown; [ ] = remark or other dose. The calls were made as follows: active = growth percent below 10; inactive = the rest.

SMILES	NCI-H460	NCI-H23	HCT-15	NCI/ADR-RES	NCI-H522	NCI-H226	COLO 205	NCI-H322M	HCT-116
COc1cc(C2=NN(C=O)C(c3c(C)nn(-c4ccccc4)c3N(C)Cc3ccccc3)C2)cc(OC)c1OC (stereo not given)	95.5	82.5	86.7	72.9	.	80.3	93.1	94.9	89.1
NN=C1CCC(=NN)CC1	96.6	98.8	90.5	95.0	84.0	91.2	97.6	101.8	94.6
O=[N+]([O-])c1cnccc1-n1nnc2ccccc21	98.6	99.6	89.4	101.8	78.8	102.2	116.8	105.3	85.5
Cn1cc(C2=C(c3coc4ccc(F)cc34)C(=O)NC2=O)c2ccccc21	98.4	78.3	60.7	73.7	58.6	82.1	78.2	86.8	56.6
Cc1ccc(-n2nc(C)c(N=Nc3ccccc3)c2C)cc1	95.8	82.5	71.3	90.9	74.6	102.5	95.8	87.3	79.7
c1ccc(CCN(CCc2ccccc2)CCN(CCc2ccccc2)CCc2ccccc2)cc1	66.3	52.2	55.9	67.4	57.0	65.1	66.0	77.8	33.6
CCCC(CCC)(C[N+](=O)[O-])C[N+](=O)[O-]	104.4	103.6	100.1	103.4	107.3	100.3	108.0	108.4	98.7
Clc1ccccc1CN1CCc2sccc2C1	102.8	85.1	91.5	91.7	89.6	91.6	98.9	87.6	76.4
O=S(=O)(O)c1ccc2c(O)cc(S(=O)(=O)O)cc2c1	112.8	90.1	109.4	96.5	92.5	101.2	.	127.1	96.8
O=S(=O)(Oc1ccc(-c2ccc3occc3c2)cc1)c1ccc(F)cc1	103.3	93.8	93.6	98.4	85.5	91.7	108.8	.	92.8
Cc1cc(NC(=O)COc2ccc(/C=C3/SC(=O)NC3=O)cc2)no1	107.6	96.3	98.9	97.5	106.9	97.5	122.1	119.0	96.9
Clc1ccc(C2=Nn3c(N/N=C/c4ccsc4)nnc3SC2)cc1	100.7	101.3	100.0	96.2	88.9	91.3	98.8	103.3	101.9
Fc1ccc(-c2nc(-c3c[nH]c4ncccc34)cs2)cc1	94.6[100 µM]	79.6[100 µM]	102.8[100 µM]	86.9[100 µM]	82.4[100 µM]	95.5[100 µM]	107.6[100 µM]	76.2[100 µM]	74.1[100 µM]
O=c1oc2ccc(I)cc2c(=O)n1-c1ccc(Br)cc1F	2.8*	5.6*	-7.6*	7.6*	-10.0*	.	50.3	5.2*	0.5*
COc1cc(CN2CCC(N3CCCC3=O)c3ccccc32)cc(OC)c1OC (stereo not given)	89.4	63.0	108.4	67.3	55.3	85.9	106.2	87.9	68.8
CCOC(=O)C1=C(C)n2nc3n(-c4ccccc4)c(=O)/c(=C\c4ccc(OC)cc4)n3c2=NN1	103.0	99.0	102.0	102.6	100.0	91.4	116.4	100.8	101.6
BrCC(Br)C1OCCCO1 (stereo not given)	109.3[100 µM]	106.3[100 µM]	109.1[100 µM]	106.9[100 µM]	98.8[100 µM]	98.4[100 µM]	125.3[100 µM]	104.6[100 µM]	105.8[100 µM]
Cn1c(=O)c2c(nc(Br)n2CCC(=O)Nc2ccccc2)n(C)c1=O	107.1	91.2	106.2	103.4	91.2	103.4	109.2	108.8	99.2
COc1ccc2oc3c(C)c4c(c(C)c3c2c1)C(=O)N(CCN1CCOCC1)C4=O	89.8	85.0	72.7	73.5	75.3	86.7	88.1	91.3	82.8
O=C(OCc1ccc2c(Cl)cc(Cl)c(O)c2n1)N1CCN(C(=O)c2cc3ccccc3[nH]2)CC1	12.8	47.1	22.2	7.0*	22.1	28.3	39.0	37.5	20.3

Ordered by number of heavy atoms (ascending): some entries from above
SMILES	NCI-H460	NCI-H23	HCT-15	NCI/ADR-RES	NCI-H522	NCI-H226	COLO 205	NCI-H322M	HCT-116
CCCC(CCC)(C[N+](=O)[O-])C[N+](=O)[O-]	104.4	103.6	100.1	103.4	107.3	100.3	108.0	108.4	98.7
Clc1ccccc1CN1CCc2sccc2C1	102.8	85.1	91.5	91.7	89.6	91.6	98.9	87.6	76.4
O=c1oc2ccc(I)cc2c(=O)n1-c1ccc(Br)cc1F	2.8*	5.6*	-7.6*	7.6*	-10.0*	.	50.3	5.2*	0.5*
Cc1ccc(-n2nc(C)c(N=Nc3ccccc3)c2C)cc1	95.8	82.5	71.3	90.9	74.6	102.5	95.8	87.3	79.7
Clc1ccc(C2=Nn3c(N/N=C/c4ccsc4)nnc3SC2)cc1	100.7	101.3	100.0	96.2	88.9	91.3	98.8	103.3	101.9
Cc1cc(NC(=O)COc2ccc(/C=C3/SC(=O)NC3=O)cc2)no1	107.6	96.3	98.9	97.5	106.9	97.5	122.1	119.0	96.9
O=S(=O)(Oc1ccc(-c2ccc3occc3c2)cc1)c1ccc(F)cc1	103.3	93.8	93.6	98.4	85.5	91.7	108.8	.	92.8
COc1cc(CN2CCC(N3CCCC3=O)c3ccccc32)cc(OC)c1OC (stereo not given)	89.4	63.0	108.4	67.3	55.3	85.9	106.2	87.9	68.8
CCOC(=O)C1=C(C)n2nc3n(-c4ccccc4)c(=O)/c(=C\c4ccc(OC)cc4)n3c2=NN1	103.0	99.0	102.0	102.6	100.0	91.4	116.4	100.8	101.6
COc1cc(C2=NN(C=O)C(c3c(C)nn(-c4ccccc4)c3N(C)Cc3ccccc3)C2)cc(OC)c1OC (stereo not given)	95.5	82.5	86.7	72.9	.	80.3	93.1	94.9	89.1

Next part:
SMILES	NCI-H460	NCI-H23	HCT-15	NCI/ADR-RES	NCI-H522	NCI-H226	COLO 205	NCI-H322M	HCT-116
CC[C@H](c1ccc(O)cc1)[C@@H](CC)c1ccc(C)cc1	91.6	86.6	90.2	89.2	76.2	112.1	114.3	122.4	80.9
Cc1ccc(NCCNCC(C)(C)O)c2c(=O)c3ccc(Cl)cc3sc12	-73.7*	52.0	-7.4*	45.9	49.4	76.6	-79.2*	.	-61.6*
Cc1cc(N(CCNc2ccnc3cc(Cl)ccc23)Cc2cccs2)nc(Cl)n1	-10.7*	0.2*	1.0*	-2.8*	-49.1*	-30.2*	-75.3*	-24.7*	-85.0*
CC(=O)N1CCN(c2ccc(OCC3CO[C@](Cn4ccnc4)(c4ccc(Cl)cc4Cl)O3)cc2)CC1 (stereo not given in full)	96.4	78.3	75.0	84.4	82.4	58.7	86.9	93.6	68.4
CC(=O)Nc1cccc(-c2[nH]c3ccccc3c2C=C(C#N)C#N)c1	94.5	83.0	81.7	94.0	73.4	79.6	92.9	93.8	91.3
Clc1ccc(CSc2nnc(-c3ccc(Cl)cc3)n2-c2ccccc2)cc1	85.8	79.8	93.3	54.2	70.1	46.1	122.1	92.7	75.3
O=C(O)/C=C\C(=O)Nc1ccc2c(c1)Cc1ccccc1-2	111.7	98.9	103.5	107.9	86.1	91.1	111.6	103.6	103.6
CSc1nnc2cc(C)nc(SCc3ccccc3)n12	91.5	98.0	66.1	90.9	54.4	85.9	66.8	95.1	83.0
COc1ccc(C2=NNC(c3sc(Cl)nc3Cl)C2)cc1 (stereo not given)	103.5	93.7	34.2	104.8	9.1*	54.4	63.1	90.3	28.0
O=C(CCc1nc(-c2cccc(Cl)c2)no1)Nc1ccccn1	103.1	89.2	95.2	95.0	84.5	89.8	117.2	108.0	99.1
CCC(=O)c1cccc([N+](=O)[O-])c1	110.7	100.7	96.9	104.3	87.7	99.1	.	89.4	100.8
COc1ccc(-c2cc(C(=O)Nc3ccc(Br)cc3)nc3[nH]c(=O)sc23)cc1	28.8	23.6	37.0	40.7	-9.1*	63.4	42.3	46.8	32.1
COc1ccccc1C1=C(Br)C(=O)c2nc(C)ccc2C1=O	99.4	93.4	96.7	106.8	-38.0*	.	.	100.0	92.1
O=[N+]([O-])c1ccc(N/N=C\c2cc(Cl)ccc2O)nc1	12.8	32.7	26.0	17.4	31.3	100.5	50.1	30.4	16.7
O=C(Nc1cccc(Oc2nnc(Cl)c3ccccc23)c1)Nc1ccc(Cl)c(C(F)(F)F)c1	-77.4*	-52.4*	-64.0*	-28.2*	-67.5*	-28.2*	-69.3*	-5.2*	-71.6*
O=C(O)c1c(O)cccc1O	98.2	97.1	105.8	100.7	.	107.3	105.5	140.0	88.8
COc1ccc(CSCC(NC(=O)OC(C)(C)C)C(=O)O)cc1 (stereo not given)	109.5	105.2	98.6	108.6	95.4	102.2	107.6	107.4	106.0
COc1ccc2c(c1)/C(=C/c1cc(-c3ccc(OC)c(OC)c3)n[nH]1)C(=O)N2	94.7	102.5	71.9	82.6	63.9	89.4	92.6	71.3	89.4
CCOC(=O)c1cc(C(=O)c2ccc(OC)c(OC)c2)n2ncc3ccccc3c12	100.4	92.4	77.3	88.2	83.8	81.5	113.3	.	81.4
CCCCCCN(CCCCCC)CC(=O)NCCCN1CCN(CCCNC(=O)CN(CCCCCC)CCCCCC)CC1	96.7	99.4	97.0	98.9	101.8	88.1	98.8	84.0	86.8
Nc1ccc(CCCC(=O)NCc2cccnc2)cc1	111.4	105.5	100.6	110.0	105.8	.	116.4	112.0	116.1
Nc1nc(N)c2c(n1)NC(c1cccc(Nc3ccnc4cc(Cl)ccc34)c1)CC(c1ccc(Cl)cc1)=N2 (stereo not given)	99.8	94.0	100.8	93.5	94.9	95.4	97.9	100.2	90.2
CCOC(=O)c1c2c(cn1Cc1ccc(OC)c([N+](=O)[O-])c1)-c1oncc1CC2	110.1	97.7	99.2	90.8	88.6	77.2	125.9	101.6	79.2
Cc1ccc(-c2nc3cc4nc5ccccc5nc4cc3n2CC(=O)ONN)o1	110.8	91.2	108.6	103.0	95.6	92.1	117.8	115.6	92.5
CCc1nc(C(N)=O)c(Nc2ccc(N3CCC(N4CCN(C)CC4)CC3)c(OC)c2)nc1NC1CCOCC1	17.2	32.5	25.0	32.0	1.5*	38.2	-46.5*	43.3	5.3*
CC(=O)Oc1csc(N(C(C)=O)c2cccc(C(F)(F)F)c2)n1	102.0	94.7	94.4	103.8	83.1	93.3	106.8	99.0	86.6
C/C=C/C1OCCC(C)O1 (stereo not given)	107.5	104.8	99.4	106.7	95.0	102.8	100.0	97.3	111.8
COc1ccc(C(=O)c2cc3c(N)c(C(=O)Nc4cccc(Cl)c4C)sc3nc2C)cc1	6.2*	29.3	15.9	8.9*	-8.1*	44.0	-26.2*	52.6	7.4*
Cc1ccc(NC(=S)NNC(=S)NNc2ccccc2)cc1C	96.3	99.9	102.7	110.3	86.3	99.7	107.3	85.5	115.9
O=C(Nc1cccc(-n2cc(-c3ccncc3)c(-c3ccc(Cl)c(O)c3)n2)c1)c1ccc(Cl)c(C(F)(F)F)c1	104.2	105.4	92.9	103.9	94.4	103.1	104.1	107.8	100.2
CCCCNCC(C)C(=O)OC (stereo not given)	107.8	101.2	100.0	100.8	98.3	112.7	109.5	124.5	109.2
COC(=O)c1nc(=S)[nH]c(C(=O)OC)c1C(=O)c1ccc(O)c(OC)c1	116.1	98.6	104.2	104.8	103.4	85.3	120.8	105.0	123.1
Cc1ccc(N=Nc2ccccc2)cc1	104.7	95.1	99.5	102.0	84.2	107.8	105.5	.	78.4
C=CC(C)(O)CC/C=C(\CO)C(=O)OC1C(C)OC(O[C@](C)(C=C)CC/C=C(\CO)C(=O)O[C@H]2C[C@@]3(C(=O)OC4OC(CO)C(O)C(O)C4OC4OC(C)C(OC5OC(CO)C(O)C5O)C(OC5OC(CO)C(O)C(O)C5O)C4O)C(CC2(C)C)C2=CCC4[C@@]5(C)CC[C@H](OC6OC(COC7OC(C)C(O)C(O)C7OC7OCC(O)C(O)C7O)C(O)C(O)C6NC(C)=O)C(C)(C)C5CC[C@@]4(C)[C@]2(C)C[C@H]3O)C(O)C1O (stereo not given in full)	57.8	11.9	66.3	17.5	-58.8*	2.1*	-69.3*	-78.4*	6.1*
C#CCOc1ccccc1/C=N/Nc1nc(-c2ccc(Cl)cc2)cs1	97.7	83.3	104.1	94.2	87.8	82.8	108.9	90.6	90.7
O=[N+]([O-])c1ccc(-c2nc3ccccc3s2)cc1	99.9	90.3	97.3	97.1	90.6	78.7	105.9	94.8	92.8
COc1cc(-c2cc(N)n(-c3nc4ccccc4[nH]3)n2)c(OC)c2c1OCO2	111.4	98.5	94.3	96.9	78.2	95.5	120.0	99.8	96.1
Cc1nn(C)c2ncnc(N/N=C/c3ccccc3)c12	108.0	100.9	104.4	111.8	99.8	100.8	112.3	100.2	103.5
CCCCCCCCc1ccc(C(=O)Nc2ccccc2CP(=O)(O)O)cc1	107.6	107.2	103.3	106.5	99.0	95.4	120.2	108.2	106.3
COc1cc2c3c(n([C@H]4CCOC4)c(=O)c2cc1OC)-c1cc2c(cc1C3=O)OCO2	3.7*	17.4	56.1	27.5	15.8	20.8	35.8	.	31.0
COc1cc(/C=N/c2cc(C(C)(C)C)nn2-c2ccccc2)ccc1O	112.2	84.6	99.7	102.1	100.4	92.8	130.2	102.1	92.5
CCCCCCCCCCCCSC(=N)N	-28.0*	87.4	-21.4*	35.6	88.5	107.1	-95.1*	68.7	-64.2*
COc1ccc(C(=O)c2ccccc2C(=O)c2ccccc2)cc1	100.0	92.5	102.7	85.8	99.5	96.3	119.7	.	95.8
CC(C)(C)n1cc(-c2ccnc(NCCNS(=O)(=O)c3cccc4ccccc34)c2)c(-c2ccccc2)n1	81.1	67.5	53.5	82.3	77.2	81.1	65.0	93.5	64.0
COc1nc2c(c(=O)n1C)CN(Cc1ccccc1)C(=O)C(c1ccccc1)N2 (stereo not given)	104.4	96.4	98.3	94.0	88.8	86.9	121.6	.	92.1
NC(=O)/C=C/c1ccccc1	104.0	103.3	109.6	107.1	92.2	105.1	107.2	121.0	104.8
Nc1ccc(OC(=O)Oc2ccc(N)cc2)cc1	105.9	96.5	101.2	86.7	81.7	97.0	117.8	108.4	104.3
CCCCCN(CCCCC)C(=O)c1ccccc1	92.0	103.8	114.2	108.7	89.4	103.8	129.6	.	95.8

High-throughput results: PubChem BioAssay, NCI
